# Efa HMGR inh – inhibitors of class II HMG-CoA reductase from Enterococcus faecalis; inhibition, % at 10 µM; hit rate 0.41% among 190,000; AID 1066; purified E. faecalis HMGR, NADPH absorbance 340 nm kinetic;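 active means inhibition above a set limit, the median over all tested compounds plus 3 SD, cut at about 9.5% in these data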;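 further: enzyme runs in reverse so mevalonate oxidation gives rising NADPH absorbance; 0% = complete reaction with DMSO and 100% = background rate lacking mevalonate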
# PMI act hi M6P – activators of human phosphomannose isomerase at near-saturating mannose 6-phosphate; coupled PMI enzyme assay, resazurin fluorescence, 20 min; active compounds read high; 1 = untreated enzyme, 0 = substrate-free blank; activation factor at 20 µM; hit rate 0.34% among 190,000; AID 1216;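 active means activation factor of 2 or more at 20 µM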
#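 Test system: human phosphomannose isomerase with PGI, G6PDH, diaphorase coupling enzymes / Doses: 20 µM compound, 1% DMSO / Times: enzyme reaction with compound 20 min at room temperature / Measured by: Diaphorase-driven resazurin-to-resorufin fluorescence, excitation 544, emission 590 nm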
# TNAP act hiacc – activators of human TNAP at high phosphate acceptor concentration. P05186. purified TNAP, CDP-star luminescence, 1 M DEA, 30 min; active compounds read high; 0 = EDTA background, 1 = DMSO-only activity. activation factor at 20 µM. 200,000 tested, under 10 active;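 active means activation factor at least 2 at 20 µM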
# Target sequence (P05186 whole entry, looked up): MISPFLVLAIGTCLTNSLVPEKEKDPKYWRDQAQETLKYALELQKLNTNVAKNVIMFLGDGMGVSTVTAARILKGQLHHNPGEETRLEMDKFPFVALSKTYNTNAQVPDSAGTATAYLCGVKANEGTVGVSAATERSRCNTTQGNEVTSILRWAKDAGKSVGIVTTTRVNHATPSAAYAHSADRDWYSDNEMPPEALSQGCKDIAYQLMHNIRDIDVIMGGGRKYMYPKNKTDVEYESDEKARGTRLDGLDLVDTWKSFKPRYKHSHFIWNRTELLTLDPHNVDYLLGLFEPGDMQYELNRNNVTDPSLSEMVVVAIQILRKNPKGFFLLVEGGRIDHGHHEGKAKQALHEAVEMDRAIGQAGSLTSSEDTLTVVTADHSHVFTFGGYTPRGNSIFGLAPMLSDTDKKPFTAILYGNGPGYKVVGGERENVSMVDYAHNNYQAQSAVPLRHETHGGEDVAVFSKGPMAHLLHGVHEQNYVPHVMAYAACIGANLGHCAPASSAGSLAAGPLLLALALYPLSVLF
#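 Control set: EDTA negative control, DMSO positive control / Assay system: human TNAP / Quantity: TNAP 1/800 final / Evaluation: TNAP activation factor scaled between EDTA and DMSO control wells / Measured by: luminescent substrate turnover signal / Compound dosing: one dose, 20 µM / Times: 30 min enzyme reaction at room temperature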
# Diaphorase inh – counter-screen for diaphorase-based assays: diaphorase inhibitors and chemical oxidizers. diaphorase resazurin-to-resorufin fluorescence, NADH, 16 min; bacterial (C. kluyveri) enzyme, not human. inhibition, % at 20 µM. hit rate 0.69% among 190,000. AID 1217;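 active means primary screen inhibition at 20 µM above a set limit, cut at about 50% in these data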;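 further: plate controls were DMSO with full reaction for no effect and wells lacking NADH for full effect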
#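 Assay system – diaphorase enzyme from Clostridium kluyveri · Amount – diaphorase 0.14 U/mL (working solution) · Times – reaction incubation of 16 min at room temperature · Controls – No-NADH positive control and DMSO neutral control · Signal – resorufin fluorescence 544/590 nm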
# Diaphorase act – activates diaphorase or chemically reduces, flagging diaphorase assay artifacts; AID 1229; activation factor at 20 µM; Diaphorase/resazurin coupled assay, resorufin fluorescence, 16 min; active compounds read high; 1 = vehicle wells, 0 = NADH-free wells; hit rate 0.005% among 190,000;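 active means diaphorase activity raised at least twofold by the compound at 20 µM; inactive means activation factor below 2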
#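 Material: purified diaphorase enzyme from Clostridium kluyveri / Medium: HEPES pH 7.4 buffer with MgCl2 and Tween 20 / Schedule: enzyme reaction of 16 min at room temperature / Measured by: resorufin fluorescence, excitation 544 nm, emission 590 nm / Evaluation: rise in resorufin formation, marking diaphorase activation or chemical reduction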
# TNAP inh hiacc – blocks human TNAP under high phosphate acceptor concentration. purified TNAP, CDP-star luminescence, 1 M DEA. inhibition, % at 20 µM. hit rate 0.03% among 200,000. AID 1135;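 active means over 50% inhibition of tissue-nonspecific alkaline phosphatase at 20 µM in the single-dose screen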;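 further: plate controls were DMSO wells for no effect and EDTA-quenched wells as full inhibition for full effect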
# G6PDH counter – L. mesenteroides G6PDH inhibition counter-screen. Purified L. mesenteroides G6PDH, diaphorase/resazurin coupled fluorescence, 45 min. inhibition, % at 5 µM. hit rate 0.12% among 200,000. AID 1020; in the data active means inhibition above about 50%
# TNAP inh no acc – inhibitors of human TNAP without phosphate acceptor; P05186; purified TNAP, CDP-star luminescence, 30 min; inhibition, % at 20 µM; hit rate 0.26% among 200,000; AID 1012;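 active means tissue-nonspecific alkaline phosphatase inhibition above about 50% at 20 µM in the single-dose screen, limit read from the data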;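 further: 0% = DMSO negative control and 100% = EDTA positive control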
# PMI activator – phosphomannose isomerase (human) activation. P34949. purified human PMI, coupled resazurin fluorescence, 20 min; active compounds read high; 1 = vehicle control, 0 substrate-free wells. activation factor at 20 µM. hit rate 0.005% among 190,000;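 active means activation factor of 2 or more at 20 µM, relative to plate controls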
# FLuc stim CS – firefly luciferase counter-screen for stimulation assays; P08659; ATPlite luciferase biochemical, luminescence, 10 min; 0 = ATP-free wells, 1 = DMSO control; activation factor at 10 µM; 200,000 tested, under 10 active;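 active means luciferase activation factor, scaled between plate controls, of at least 2 with compound at 10 µM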
# Target sequence (P08659 whole entry, looked up): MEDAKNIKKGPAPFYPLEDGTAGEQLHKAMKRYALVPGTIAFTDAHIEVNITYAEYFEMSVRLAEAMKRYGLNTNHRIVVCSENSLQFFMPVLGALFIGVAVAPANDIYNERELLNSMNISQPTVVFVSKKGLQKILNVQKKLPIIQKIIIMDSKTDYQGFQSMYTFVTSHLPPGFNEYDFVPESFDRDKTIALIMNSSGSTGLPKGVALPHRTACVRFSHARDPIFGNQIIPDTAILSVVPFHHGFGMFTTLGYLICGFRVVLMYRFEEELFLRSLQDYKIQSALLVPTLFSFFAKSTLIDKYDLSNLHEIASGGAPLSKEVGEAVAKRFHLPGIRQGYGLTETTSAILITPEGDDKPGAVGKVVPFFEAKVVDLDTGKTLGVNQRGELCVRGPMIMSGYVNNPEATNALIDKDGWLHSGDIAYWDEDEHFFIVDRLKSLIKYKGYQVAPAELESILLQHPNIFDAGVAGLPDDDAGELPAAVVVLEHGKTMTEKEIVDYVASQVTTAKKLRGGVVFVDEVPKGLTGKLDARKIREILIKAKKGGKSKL
#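 Material: Luciferase/luciferin reagent mix | Doses: Test compounds dosed from 2 mM stocks in 100% DMSO | Timing: 10 min incubation after luciferase reagent addition, room temperature | Measured by: Luminescence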
# * hit, by the source's call; x = no result given.
SMILES,Efa HMGR inh,PMI act hi M6P,TNAP act hiacc,Diaphorase inh,Diaphorase act,TNAP inh hiacc,G6PDH counter,TNAP inh no acc,PMI activator,FLuc stim CS
COc1ccccc1/C=N/N1C(=O)C(CC(=O)Nc2ccc([N+](=O)[O-])cc2OC)SC1=Nc1cccc(C)c1C (stereo not drawn),-7,0.7,1,14,0.9,-3,13,-2,0.9,1
Cc1ccc(-c2nn(-c3ccccc3)cc2/C=C(\C#N)c2cccc(C#N)c2)o1,1,0.9,1,16,0.8,0,2,-11,0.8,1
O=C(NNc1ccccn1)C(=O)NNS(=O)(=O)c1ccc(F)cc1,4,1,1,32,0.7,0,2,-172,0.8,1
C=CCNC(=O)c1ccc(-n2cccc2)cc1,-5,1,1,3,1,0,1,-11,1.1,0.8
COc1ccccc1OCCn1cc(C(=O)c2ccco2)c2ccccc21,4,1,1,10,0.9,-4,5,-9,1,1.1
CCOC(=O)c1c(NC(=O)c2ccc(Cl)s2)sc(C)c1C,x,0.8,1,9,0.9,2,-35,0,0.8,1
Cc1onc(-c2ccccc2Cl)c1C(=O)N/N=C(\N)COc1ccc(Cl)cc1,-6,1,1,10,0.9,-5,0,-4,1,1.1
CCCCNC(=O)c1onc(CSc2ccc(OC)cc2)c1C(=O)O,-1,1.2,1,0,1,-4,-2,-1,1.1,1.1
CN(C(=O)COc1ccccc1)c1nc(-c2ccc(F)cc2)cs1,-3,1,1.1,5,0.9,-6,-1,-11,1.1,1.1
CNC(=O)/C(C#N)=C\c1cc(C)n(-c2ccc(N3CCOCC3)cc2)c1C,-1,0.9,1,15,0.8,-3,19,-4,1,1.1
CCOC(=O)CSc1ccc(S(=O)(=O)N2CCC(C)CC2)cc1[N+](=O)[O-],4,1.1,1,13,0.9,-2,-2,-8,1,1.1
CCS(=O)(=O)N1CCC(c2nc(-c3ccc(C)cc3)no2)CC1,1,1.1,1.1,8,0.9,-6,-5,-11,1,1
CCOC(=O)c1oc2ccc(/C=N/O)c(Cl)c2c1C,-2,0.8,1.1,17,0.8,-5,17,-6,0.8,0.9
CCC(NC(=O)Nc1ccc(O)cc1)(C(F)(F)F)C(F)(F)F,-4,0.7,1,18,0.8,0,6,3,0.9,1
O=C1NC(=O)C2(CCc3ccccc32)N1 (stereo not drawn),-1,1,1,9,0.9,-4,-2,-6,1,1
COc1ccc(C(=O)NC(=O)NC2(C(Cl)(Cl)Cl)OCCO2)cc1,0,1,1,4,1,-2,2,-5,1.1,0.9
CCOC(=O)c1cccc(NC(=S)N2CCN(c3ncc4c(=O)c(C(=O)O)cn(CC)c4n3)CC2)c1,-1,0.9,1,37,0.6,0,10,3,0.8,1
N#Cc1c(NC(=O)C2CC=CCC2C(=O)O)sc2c1CCCCCC2 (stereo not drawn),-1,1,1.1,16,0.8,-5,-3,-16,1.1,1
CN1C(=O)CC(N2CCC(c3nc4ccccc4s3)CC2)C1=O (stereo not drawn),-2,0.9,1,9,0.9,1,1,-1,0.9,1
Cc1occc1-c1nnc(SCCNCCO)o1,-3,1,1,2,1,-4,6,-5,1.1,1.1
CCOC(=O)c1cc(-c2ccccc2)sc1NC(=O)C(C)OC(=O)c1ccncc1 (stereo not drawn),-1,1.1,1.1,1,1,-7,-3,-3,1.1,1
CC(=O)c1ccc(NC(=O)/C(=C\c2cccs2)NC(=O)c2ccco2)cc1,-12,0.9,1,11,0.9,4,0,-1,0.9,1
CCOc1ccc(C(C)(C)C)cc1S(=O)(=O)N1CCOCC1,-2,0.9,1,3,1,-2,3,-8,0.9,1
Nc1nc(SCC(=O)NCC2CCCO2)[nH]c(=O)c1NC(=O)c1ccco1 (stereo not drawn),-3,0.9,1,17,0.8,-4,6,-4,0.9,1
Cc1onc(-c2c(Cl)cccc2Cl)c1C(=O)N1C=CC(C(F)(F)F)=NCC1,1,0.8,1,17,0.8,2,16,1,0.8,1
O=C(Nc1ccc(Cl)cc1)c1cc2nc(-c3ccco3)cc(C(F)(F)F)n2n1,-3,1,1,7,0.9,-1,1,-6,0.9,1.1
Cn1c(CNc2nc3ccccc3n2CCN2CCCCC2)nc2ccccc21,1,1.1,1.1,1,1,-9,-6,-30,1,1.1
COc1cc2c(C)nc3c(c(C)nn3-c3ccccc3)c2cc1OC,1,1,1,-16,1.2,-5,15,-5,0.9,1
N#Cc1cc(S(=O)(=O)c2ccc(Cl)cc2)c(N)[nH]c1=O,-1,1.1,1,-5,1,-4,12,-51,1.1,1
CC(=O)/C=C/n1c(=S)oc2ccccc21,-5,0.7,1,6,0.9,-1,-15,-18,1,0.7
O=C(N/N=C/c1cccnc1)c1ccc2c(c1)OCCO2,-5,1,1,2,1,-2,16,-3,1,0.1
CNS(=O)(=O)c1cccc(C(=O)OCC(=O)N2c3ccccc3CC2C)c1 (stereo not drawn),-2,0.9,1,15,0.8,-2,2,-1,0.9,1
CCN(CC)S(=O)(=O)c1ccc(C2=NOC3(C2)N(C)c2ccccc2C3(C)C)cc1 (stereo not drawn),5,0.9,1,8,0.9,-3,2,-5,1,1
CCOc1ccccc1NC(=O)C1Cc2ccccc2CN1S(C)(=O)=O (stereo not drawn),-4,1,1.1,23,0.8,-8,-2,-12,0.9,1.1
CCOc1ccc(NC(=O)CC2C(=O)N(C)C(=S)N2Cc2ccco2)cc1 (stereo not drawn),-4,1,1,8,0.9,-1,-13,-14,1,1
CC1=NN(C(=O)Cc2ccc([N+](=O)[O-])cc2)C(O)(c2cccnc2)C1 (stereo not drawn),-7,0.9,1,21,0.8,0,-9,-4,0.9,1
CCOC(=O)c1[nH]c(C)c(CN(Cc2ccco2)C(=O)C(F)(F)F)c1C,-3,0.9,1.1,18,0.8,-6,0,-14,0.9,1
Cc1cc(NC(=O)c2cc(C3CC3)on2)no1,-2,0.9,1,13,0.9,-4,4,-5,0.9,0.9
Cc1ccc(-c2nnc(SCC#CCOC(=O)c3ccco3)o2)cc1,-1,1,1,15,0.8,-3,-11,-11,0.9,1
Cc1ccccc1-n1c(=O)c2ccccc2n(CC(=O)NCc2ccco2)c1=O,-2,1,1,5,0.9,-1,5,-10,1,1
Cn1c(NC(=O)c2cccc(C(F)(F)F)c2)cc(=O)n(C)c1=O,-11,1,1,23,0.8,-1,2,-12,1,1
CCOC(=O)C1CN(S(=O)(=O)c2cccc(C(F)(F)F)c2)c2cc(CC(=O)OC)ccc2O1 (stereo not drawn),-4,0.9,1,17,0.8,4,9,3,0.8,1
CCCCN(CC(=O)NCCOC)C(=O)Cn1nnc2ccccc21,-4,1,1,1,1,-3,7,0,1.1,1.1
C=CCn1c(C)c(C(C)=O)c(N2CCN(c3ccccc3)CC2)nc1=S,-2,1.2,0.9,15,0.8,5,2,-8,1.2,1.1
O=C(CSCc1ccc(F)cc1)Nc1ccccc1C(=O)N1CCOCC1,-10,1,1,7,0.9,0,-8,-18,0.9,1.1
O=C(/C=C/c1ccco1)N1CCN(C/C=C/c2ccccc2)CC1,-10,0.9,1,12,0.9,1,2,0,0.8,1.1
CC(=O)Nc1sc2c(c1CN1CCN(c3ccccn3)CC1)CCCC2,-2,0.8,1,25,0.8,-2,4,-6,0.9,1
Nc1cc(=O)[nH]c(SCC(=O)Nc2nnc(-c3ccccc3)s2)n1,-7,1,1.1,-8,1.1,-6,-3,-14,1,0.9
CCOC(=O)C1=C(N)OC2=C(C(=O)CC(C)(C)C2)C1c1cccs1 (stereo not drawn),7,0.8,1,24,0.8,0,2,-5,0.9,1
CCOC(=O)C(Sc1cc(C)nc(N)n1)C(C)=O (stereo not drawn),2,1.1,1.1,5,0.9,-10,10,-2,1.1,1.1

# A draw from above in order of molar mass, falling:
SMILES,Efa HMGR inh,PMI act hi M6P,TNAP act hiacc,Diaphorase inh,Diaphorase act,TNAP inh hiacc,G6PDH counter,TNAP inh no acc,PMI activator,FLuc stim CS
CC(=O)Nc1sc2c(c1CN1CCN(c3ccccn3)CC1)CCCC2,-2,0.8,1,25,0.8,-2,4,-6,0.9,1
Nc1cc(=O)[nH]c(SCC(=O)Nc2nnc(-c3ccccc3)s2)n1,-7,1,1.1,-8,1.1,-6,-3,-14,1,0.9
CCCCN(CC(=O)NCCOC)C(=O)Cn1nnc2ccccc21,-4,1,1,1,1,-3,7,0,1.1,1.1

# Just Efa HMGR inh, PMI act hi M6P and FLuc stim CS, for four of the compounds above:
Molecule	Efa HMGR inh	PMI act hi M6P	FLuc stim CS
C=CCn1c(C)c(C(C)=O)c(N2CCN(c3ccccc3)CC2)nc1=S	-2	1.2	1.1
O=C(CSCc1ccc(F)cc1)Nc1ccccc1C(=O)N1CCOCC1	-10	1	1.1
O=C(/C=C/c1ccco1)N1CCN(C/C=C/c2ccccc2)CC1	-10	0.9	1.1
CC(=O)Nc1sc2c(c1CN1CCN(c3ccccn3)CC1)CCCC2	-2	0.8	1

# More records.
SMILES,Efa HMGR inh,PMI act hi M6P,TNAP act hiacc,Diaphorase inh,Diaphorase act,TNAP inh hiacc,G6PDH counter,TNAP inh no acc,PMI activator,FLuc stim CS
Cc1ccc(N(CC(=O)Nc2ccccc2-c2ccccc2)S(=O)(=O)c2ccccc2)cc1,-5,0.9,1.1,15,0.8,-8,1,8,1,1.1
CC(=O)CCS(=O)(=O)c1ccc(Oc2ccc(S(=O)(=O)CCC(C)=O)cc2)cc1,-1,1,1,5,1,-2,8,-7,1.1,1.1
CCOC(=O)c1c(NC(=O)C2C3C=CC(CC3)C2C(=O)O)sc(C)c1C (stereo not drawn),-1,0.9,1,15,0.9,-2,2,-6,0.9,1
Nc1ncn(C23CC4CC(CC(C4)C2)C3)n1,-3,1,1,11,0.9,-3,2,-12,1,1
Cc1ccc(C)c(Cn2c(C(=O)OC(C)C)cc3c2ccn3C)c1,3,0.8,1.1,17,0.8,-10,11,-5,0.9,1.1
Cc1nn(C)cc1C(C(=O)NC1CCCCC1)N(C(=O)Cc1cccs1)c1ccc(C(C)C)cc1 (stereo not drawn),-2,0.9,1,16,0.8,-3,8,0,0.9,1.1
O=C(CNC(=S)N(CCCN1CCOCC1)Cc1cccs1)NC1CCCC1,0,1,1.1,13,0.9,-6,-3,-11,1,1.1
CC(=O)Nc1ccc2nc(SCC(=O)O)sc2c1,0,1.2,1.1,-10,1.1,-8,8,0,1.2,1
CCN(CC)C(=O)CN(c1cccc(OC)c1)S(=O)(=O)c1ccc(C)cc1,-2,1,1,7,0.9,0,4,-7,0.9,1
CCOC(=O)c1c(NC(=O)C2C3CCC(O3)C2C(=O)O)sc(C)c1-c1ccc(C)cc1 (stereo not drawn),0,1,1,52*,0.5,-4,-1,2,1.1,1.1

# Compound activity (PubChem BioAssay)

# Rows were taken by chance; any-hit rate near 1.7%.
